From PubChem BioAssay
HIF activator: HIF pathway transcriptional activation. U2OS HRE-luciferase reporter, luminescence; normalized: DMSO 0%, desferrioxamine 100%. AID 1910. activation, % at 7.5 µM (by protocol). actives 0.32% (n = 300,000);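 active = mean activation of at least 10% of the iron chelator positive control signal, with at least half of replicates also reaching 10%; inconclusive = mean and replicate majority disagree about reaching 10%; inactive = mean and most replicates under 10%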
IEC-6 cytotox: kills IEC-6 intestinal cells in KLF5 counter-screen. IEC-6 cytotoxicity, luminescence viability. inhibition, % at 5 µM. actives 0.78% (n = 290,000); in the data active = inhibition above about 22%;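 note: 0% = plate median of test compound wells and 100% = cytotoxic reference compound wells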
HSP90 inh: blocks HSP90-mediated luciferase refolding in reticulocyte lysate; actives 0.91% (n = 290,000); Rabbit reticulocyte lysate, luciferase refolding luminescence, 3 h; inhibition, % at 5.6 µM; AID 1789;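 active = inhibition above the screen-wide mean plus 3 SD, computed separately per campaign, cut at about 16% in these data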;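 note: 0% = DMSO wells and 100% = 60 µM geldanamycin wells; inhibitors lower the luminescence because luciferase stays unfolded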
HSF-1 act: increases HSF-1 driven luciferase reporter signal; NIH3T3-HGL HSF-1 luciferase reporter, MG132, 8 h; 100% = twice DMSO control signal; activation, % at 9 µM; actives 1.7% (n = 300,000);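 active = mean replicate activation of at least 50% with a set share of replicates each reaching 50%; inconclusive = only one of those two conditions met; inactive = mean below 50% and too few replicates reaching it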;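 note: 0% = median of the neutral control wells and 100% = twice that signal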
Platelet DG rel: platelet dense granule release activity; human platelet-rich plasma, SFLLRN dense granule ATP release, luminescence; inhibition, %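 (compounds screened at 7.5 µM in platelet-rich plasma)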; actives 0.22% (n = 300,000); AID 1663;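 active = mean replicate score, as percent of positive control, at or above 50; inconclusive = mean below 50 but at least one replicate at or above 50; inactive = mean and every replicate below 50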
HSF1 inhib: HSF1 inhibition; actives 0.77% (n = 300,000); activity change, negative = inhibition, % at 7.5 µM (by protocol); NIH3T3-HGL HSE-luciferase, MG132-induced, luminescence 8 h; hits give low values;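 active = more than half of replicate wells show activity change below -50%, luminescence cut by over half; inconclusive = some wells, but at most half, below -50%; inactive = no replicate well below -50%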;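 note: luciferase reports HSF-1 transcriptional activity via heat shock element; 0% = median of DMSO wells and -100% = zero luminescence signal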
HDAC3 inh: human HDAC3 inhibition. actives 0.15% (n = 320,000). O15379. inhibition, % at 8.3 µM. recombinant HDAC3, fluorogenic peptide/trypsin coupled, fluorescence; in the data active = inhibition above about 26%, passing the limit was not always enough; inconclusive = no clear call, values can overlap the other calls
Target sequence (O15379 whole entry, looked up): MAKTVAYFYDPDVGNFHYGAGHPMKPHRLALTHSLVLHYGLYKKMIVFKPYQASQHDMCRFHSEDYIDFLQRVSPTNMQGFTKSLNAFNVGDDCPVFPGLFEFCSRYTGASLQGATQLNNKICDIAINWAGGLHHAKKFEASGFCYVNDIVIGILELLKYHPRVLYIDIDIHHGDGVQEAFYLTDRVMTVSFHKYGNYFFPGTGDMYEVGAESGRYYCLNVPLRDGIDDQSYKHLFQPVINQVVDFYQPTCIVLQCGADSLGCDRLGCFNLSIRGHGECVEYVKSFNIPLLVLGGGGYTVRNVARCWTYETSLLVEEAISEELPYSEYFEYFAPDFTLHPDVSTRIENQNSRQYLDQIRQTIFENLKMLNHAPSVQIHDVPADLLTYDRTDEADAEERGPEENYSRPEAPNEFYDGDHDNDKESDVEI
AI-2 QS modul: modulators of Vibrio harveyi AI-2 quorum sensing system; Vibrio harveyi JMH597 AI-2 luminescence/OD600 ratio, 9 h; hits give low values; strain lacks LuxN and CqsS sensors; 0 = neutral-control median; activity change, % at 7.5 µM; actives 0.4% (n = 300,000); in the data active = activity change below about -75%, passing the limit was not always enough; inconclusive = no clear call, values can overlap the other calls;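 note: luminescence divided by OD600 gain over 9 h not by final OD600 alone; inactives centre near 13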
KLF5 inhibitor: inhibitors of KLF5 expression | DLD-1 KLF5 promoter-luciferase reporter, luminescence | inhibition, % at 5 µM | actives 0.23% (n = 290,000) | AID 1700;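 active = inhibition above a per-plate limit of that plate's mean compound inhibition plus 3 SD, cut at about 60% in these data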;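 note: 0% = DMSO wells and 100% = LY294002 at 200 µM; higher means less KLF5 promoter-driven luciferase light; inactives centre near -14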
aSyn UTR inh: 5' untranslated region of α-synuclein, MLPCN primary screen; alpha-synuclein 5'UTR reporter, inhibitor activity; inhibition, % (tested at 7.5 µM); actives 0.82% (n = 300,000); in the data active = inhibition above about 60%; inconclusive = no clear call, values can overlap the other calls;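 note: H4 neuroglioblastoma cells stably carrying SNCA 5'UTR luciferase fusion; 0% = DMSO wells and 100% = positive control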
* marks the source's active call; other numbers are inactive results; ? = inconclusive; nt = no result given.

SMILES | HIF activator | IEC-6 cytotox | HSP90 inh | HSF-1 act | Platelet DG rel | HSF1 inhib | HDAC3 inh | AI-2 QS modul | KLF5 inhibitor | aSyn UTR inh
CCOc1cc(NC(=S)Nc2ccccc2)c(OCC)cc1NC(=O)c1ccc(OC)cc1 | -0.5 | -5.8 | 0.2 | 7.6 | 0.6 | 11.7 | 10.6 | 19.8 | -9.8 | 2.4
CC1/C(=N/O)CC(c2ccccc2)N(C)C1c1ccccc1 (centres undefined) | 0.2 | 3.6 | 0.2 | -0.4 | 11.8 | -1.4 | -2.1 | 11.3 | -20.6 | 21.9
COc1ccc(NC(=O)CCC(=O)N2CCOCC2)c([N+](=O)[O-])c1 | 0.4 | 11.1 | 1.9 | -4.6 | 1.0 | 0.3 | 1.3 | 5.2 | -3.1 | -12.3
O=C(CC12CC3CC(CC(C3)C1)C2)N/N=C/c1ccncc1 | 0.0 | -4.3 | -2.2 | 5.0 | -2.2 | -1.3 | 9.1 | 23.0 | -17.9 | -6.4
CCOc1ccc2cc(C#N)c(SCC(=O)OC)nc2c1 | 0.9 | 2.2 | -3.8 | 17.6 | -4.2 | 5.0 | -2.7 | 11.8 | -32.9 | -145.4
Cc1csc2c(=O)[nH]cnc12 | -0.5 | -2.0 | -1.1 | 13.7 | -1.0 | -0.7 | -5.5 | 19.4 | -27.9 | 18.2
COc1cc(C2Nc3cccc4cccc(c34)N2)ccc1O | 1.4 | -5.8 | 5.0 | -8.0 | -3.1 | -8.2 | -6.3 | 21.5 | -36.2 | 12.2
COc1ccc(-c2noc3c2-c2nc(C4CCCCC4)sc2CC3)cc1 | 0.3 | -0.8 | 1.3 | -1.9 | -4.2 | -1.9 | -4.4 | 15.2 | -13.4 | 13.6
CC(C)=CCN1CCN(Cc2ccc(C#CC(C)(C)O)s2)CC1CCO (centres undefined) | 0.0 | 2.9 | -5.3 | -12.3 | 6.2 | -2.4 | -1.2 | 27.8 | 13.9 | -1.8
c1ccc(-c2cc(-c3nnc4n3N=C(c3ccc5ccccc5c3)CS4)[nH]n2)cc1 | 2.2 | -5.2 | 2.4 | -5.5 | -6.8 | 9.0 | -0.6 | 16.7 | -31.2 | 29.7
CCn1c(=O)n(CC)c2cc(N3CCCC3)c(NC(=O)c3cc(Br)ccc3OC)cc21 | -0.3 | 2.2 | 5.0 | 6.4 | -5.2 | 1.6 | -0.7 | -4.6 | -18.5 | 8.9
CCC(C(=O)O/N=C(\N)c1ccc(Cl)cc1)c1ccccc1 (centres undefined) | 0.3 | -2.4 | 4.6 | 4.5 | -2.5 | 3.0 | -1.5 | 6.0 | -57.5 | -7.8
CC(NC(=O)COC(=O)CCc1nc(=O)c2ccccc2n1C)c1ccccc1 (centres undefined) | 0.1 | -5.8 | -1.4 | 2.4 | 10.3 | -8.1 | 0.8 | 23.7 | -12.9 | 4.5
CC(C)NS(=O)(=O)c1ccc(CCC(=O)NCc2ccccn2)cc1 | 0.0 | 1.6 | -4.5 | 1.4 | -2.7 | -1.1 | -1.6 | -1.4 | -16.4 | 7.8
COC(=O)c1ccc(-n2cncn2)c([N+](=O)[O-])c1 | ? | -0.8 | -2.4 | -11.7 | 4.4 | -6.8 | -2.1 | 21.8 | -0.9 | -15.4
O=C(Nc1c2c(nn1-c1cccc(Cl)c1)CS(=O)(=O)C2)c1ccc2c(c1)OCO2 | -0.5 | 3.6 | -1.7 | 10.7 | -0.9 | -4.0 | 5.0 | 30.6 | -6.6 | -21.1
Cc1occc1C(=O)Nc1sccc1C(N)=O | 0.7 | -2.9 | -3.1 | 1.7 | -7.1 | 7.8 | 4.6 | 29.8 | -9.9 | -46.4
O=S(=O)(CCc1nnc(-c2ccccc2)o1)c1ccc2ccccc2c1 | -1.5 | 1.2 | 4.3 | -0.5 | 0.9 | -5.3 | 6.3 | 3.5 | -11.1 | -17.0
Cc1cc(C)c2oc(C(=O)NCCc3ccc(S(N)(=O)=O)cc3)cc(=O)c2c1 | 0.0 | -4.0 | 5.2 | -6.6 | 13.9 | -5.6 | -0.3 | 14.7 | 4.3 | 10.4
Cc1noc(C)c1CSc1nnc2sc3ccccc3n12 | -0.2 | -6.3 | 0.1 | 6.0 | -1.2 | -8.6 | -1.6 | 13.3 | -4.8 | 3.6
O=C(C1=C(O)C(=O)N(CCN2CCOCC2)C1c1ccccc1)c1cccs1 (centres undefined) | -0.6 | 1.0 | 0.0 | 2.1 | 2.1 | 2.9 | -4.1 | 20.5 | -23.9 | 10.3
CCOc1cc2c(cc1OCC)C(c1ccccc1)N(c1ccccc1)C(=O)C2 (centres undefined) | -0.2 | 5.9 | -5.8 | -6.9 | -0.1 | -3.4 | 0.1 | 3.2 | -14.9 | 19.4
CC1(C)CC(n2c(NCCO)nc3c(c2=O)C2(CCCC2)Cc2ccccc2-3)CCO1 (centres undefined) | -0.2 | -3.3 | -3.9 | 3.1 | -6.0 | 2.3 | -10.4 | 8.7 | -31.8 | -12.9
Cc1ccc2cc3cc(C(=O)N4CCCCC4C)oc3nc2c1 (centres undefined) | 1.2 | 5.1 | 1.6 | 17.3 | nt | 12.7 | 7.0 | 5.3 | -109.1 | -199.7
CN(C)S(=O)(=O)c1cc(C(=O)OCCn2cnc3c2c(=O)n(C)c(=O)n3C)ccc1Cl | 0.4 | 2.2 | 1.7 | -7.7 | -1.4 | 0.7 | -7.1 | -14.2 | -10.2 | -3.0

Further records follow:
SMILES | HIF activator | IEC-6 cytotox | HSP90 inh | HSF-1 act | Platelet DG rel | HSF1 inhib | HDAC3 inh | AI-2 QS modul | KLF5 inhibitor | aSyn UTR inh
COc1cc(OC)cc(C(=O)N2CCC(N3CCN(c4ccccc4OC)CC3)CC2)c1 | 0.0 | -5.7 | -1.4 | 9.9 | -2.4 | -7.8 | -1.5 | -9.0 | -18.2 | 7.3
COC(C[C@H](O)C[C@H](O)COCc1ccccc1)OC | -0.1 | nt | nt | 8.6 | -1.1 | -1.1 | nt | -3.1 | nt | 0.0
Cc1cc(C)n(-c2nc3nonc3nc2Nc2cccc(C)c2C)n1 | -0.3 | -1.9 | 0.0 | 3.8 | 4.9 | -9.4 | 4.9 | 38.7 | -22.5 | 2.7
CNc1sc(C(=O)c2ccc(F)cc2)c(N)c1-c1nc2ccccc2s1 | 0.9 | 8.0 | -0.8 | 44.0 | -1.5 | 13.3 | -1.2 | -7.7 | -115.2 | -136.8
O=C(Oc1ccc2cc(Br)ccc2c1)c1cccnc1 | -0.3 | -4.3 | 3.9 | -4.7 | -7.2 | 4.2 | ? | -0.1 | -8.2 | 7.3
Cc1cc(=O)oc2c(C)c3occc3cc12 | 1.3 | -2.0 | -1.1 | -3.5 | -1.8 | -4.8 | -3.8 | 19.5 | -21.6 | -6.8
c1ccc(Nc2nc(N3CCCC3)nc(N3CCOCC3)n2)cc1 | -1.4 | nt | nt | -7.5 | -0.4 | -2.0 | 3.7 | 30.3 | nt | 14.8
CC(=O)N1CCN(C23CC4CC(CC(C4)C2)C3)CC1 | -0.6 | -5.0 | -1.5 | 27.0 | -1.4 | -0.7 | 2.6 | 5.8 | -2.4 | -24.9
Cc1cc(C)n2cc(CSCc3ccco3)nc2n1 | -0.4 | 4.2 | -0.9 | 2.4 | -4.4 | 0.2 | 3.2 | 25.2 | -27.2 | -0.5
COc1ccc(N2CC(C(=O)Nc3ncccc3C)CC2=O)cc1 (centres undefined) | -0.1 | -5.9 | -1.2 | 1.6 | 6.6 | -1.8 | 2.4 | 15.8 | -4.2 | 31.4
Cc1sc2nc(CSCC(=O)Nc3ccc(N4CCOCC4)cc3)[nH]c(=O)c2c1C | -1.1 | -1.2 | 2.5 | -14.3 | -1.0 | 6.1 | -5.5 | 16.1 | -7.1 | 15.3
OC1(c2ccccc2)CN(c2ccccc2)C2=[N+]1CCS2 (centres undefined) | 0.8 | 4.8 | 2.6 | 14.2 | -5.7 | -2.5 | nt | 13.6 | -34.5 | -33.0
CCN(Cc1nc(-c2cccc(Cl)c2)no1)CC1CCCO1 (centres undefined) | 0.8 | -5.7 | -0.9 | 15.3 | 2.2 | -5.7 | -3.2 | 8.4 | -37.4 | -43.1
CC(C)OC(=O)c1cc(-c2ccc(C=O)o2)ccc1Cl | 0.1 | -1.3 | -0.1 | -1.3 | -3.5 | -7.1 | 13.2 | -7.8 | -3.3 | 6.6
COc1cnn(C(C)(C)C)c(=O)c1Cl | 0.0 | -5.9 | 0.7 | -5.2 | 5.9 | -17.6 | 0.1 | 17.0 | 2.4 | 10.1
CCN1c2ccccc2NC2C1C(C(C)=O)C(=O)N2c1ccc(Cl)cc1 (centres undefined) | 0.3 | -4.3 | -2.2 | 47.0 | -1.8 | 16.6 | -1.7 | 6.6 | -12.6 | -40.7
COc1cc(C2CC(c3c(C)cc(C)[nH]c3=O)=NN2c2ccccc2F)cc(OC)c1OC (centres undefined) | 1.6 | 8.5 | 5.6 | 5.1 | -4.3 | 8.2 | -5.8 | -6.6 | 0.3 | 6.6
COc1ccc(/C=C/C(=O)N2CCN(c3ccccn3)CC2)c(OC)c1OC | -0.6 | -0.6 | -3.4 | 9.4 | 2.9 | -2.0 | 9.3 | 11.7 | -9.7 | 6.2
Cc1cc(OC(C)C(=O)NCC2CCC(C(=O)O)CC2)c2c(C)cc(=O)oc2c1 (centres undefined) | 0.0 | -1.1 | -6.1 | -1.9 | 1.9 | 3.6 | -39.4 | 9.9 | -25.8 | -23.3
Cc1nnc(NC(=O)CN2CCN(Cc3ccccc3)CC2)s1 | -1.7 | 1.3 | -4.0 | -12.8 | -2.0 | -2.7 | -5.0 | 23.7 | -12.7 | 5.3
COc1cccc(C(=O)NC(C)c2ccc(Br)cc2)c1 (centres undefined) | 0.4 | -5.8 | 2.0 | 19.6 | 6.0 | 7.7 | 1.7 | 14.0 | -0.2 | 16.3
COC(=O)Cn1c(=NC(=O)CSCC(=O)Nc2cc(C)on2)sc2cc(C(=O)OC)ccc21 | -0.1 | -3.0 | 3.3 | 7.8 | -0.6 | -2.0 | 2.3 | 22.2 | -23.9 | -2.3
CC1CCN(S(=O)(=O)c2ccc3c(c2)N(CC(=O)NCCCOC(C)C)C(=O)CO3)CC1 | 0.2 | -15.5 | -4.3 | -7.1 | 2.6 | -2.2 | -3.3 | nt | -27.1 | -9.8
CC1=[N+](CC(=O)NC(C)(C)C)CCc2ccccc21 | 0.3 | 7.8 | 0.5 | -16.4 | 1.4 | -4.0 | 4.2 | 16.5 | -2.5 | 12.8
O=C(C1CCN(S(=O)(=O)c2cccc([N+](=O)[O-])c2)CC1)N1CCOCC1 | 0.3 | 0.7 | -2.0 | -20.3 | 2.6 | -3.5 | 5.5 | 4.7 | -40.1 | -11.3

Some of the entries above, set out differently.
molecule,HIF activator,IEC-6 cytotox,HSP90 inh,HSF-1 act,Platelet DG rel,HSF1 inhib,HDAC3 inh,AI-2 QS modul,KLF5 inhibitor,aSyn UTR inh
Cc1cc(C)n(-c2nc3nonc3nc2Nc2cccc(C)c2C)n1,-0.3,-1.9,0.0,3.8,4.9,-9.4,4.9,38.7,-22.5,2.7
COC(=O)c1ccc(-n2cncn2)c([N+](=O)[O-])c1,?,-0.8,-2.4,-11.7,4.4,-6.8,-2.1,21.8,-0.9,-15.4
OC1(c2ccccc2)CN(c2ccccc2)C2=[N+]1CCS2 (centres undefined),0.8,4.8,2.6,14.2,-5.7,-2.5,nt,13.6,-34.5,-33.0
